CFTR F508del cor: correctors of CFTR F508del function in bronchial epithelial cells. activity (quench increase), % at 7.58 µM. CFBE cells, YFP halide quenching; stimulated with forskolin plus potentiator P3; % fluorescence drop versus neutral controls. hit rate 0.36% among 350,000;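 active = mean added fluorescence quench of at least 8% versus neutral control, with both replicates also reaching 8%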;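 also: cells transiently co-express mutant CFTR-F508del with the halide-sensitive YFP; corrector assay measuring rescue of mutant channel to the surface after 24 h compound exposure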
FN deposit inh: fibronectin deposition inhibition; AH1F fibroblasts, Alexa488-fibronectin deposition fluorescence, overnight; inhibition, % at 12.6 µM; hit rate 0.086% among 350,000; AID 743247;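 active = mean inhibition across replicates of 30% or more, regardless of how many single replicates reach that level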;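 also: positive control wells lacked labelled fibronectin entirely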
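Measured by – fluorescence 485/525 nm · System – AH1F fibroblast monolayer, labelled fibronectin deposition · Amount – 10000 cells per well · Buffer or medium – serum-reduced DMEM (2% serum) · Doses – single dose, pinned · Also added – fluorescent fibronectin at 24 nM final · Schedule – 1 h cell attachment, overnight exposure to compound and label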
C2C12 statin: suppression of simvastatin myotoxicity; hit rate 0.78% among 330,000; rescue of ATP level, % at 7.49 µM; C2C12 myotubes + simvastatin, ATP luminescence, 48 h; scaled: DMSO 0, geranylgeraniol control 100;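 active = mean ATP rescue above about 67%, or every replicate alone reaching that limit, limit read from the data, passing the limit was not always enough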;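 also: myotubes were challenged with 10 µM simvastatin during compound exposure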
miR122 inh: inhibitors of miR-122 in Huh7 cells. hit rate 0.3% among 340,000. activation (reporter increase), % at 12.5 µM. Huh7 miR-122 Renilla luciferase sensor, 48 h; neutral wells = 0, positive control = 100. AID 602342;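 active = mean replicate activation score at least 90 and every replicate individually at or above 90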;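 also: higher luciferase means less miR-122 activity so hits act as miR-122 inhibitors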
INS-1E GSIS act: GLuc luminescence reporter in INS-1E cells, primary screen for activators of glucose-dependent secretion of insulin; activation, % at 16.6 µM; INS-1E GLuc reporter insulin secretion, 2-3 h; AID 743287; hit rate 0.61% among 370,000;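 active = lowest replicate activation of at least 40%, so every replicate reaches that level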;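 also: 0% = median of neutral control wells and 100% = median of IBMX positive control wells; some compounds called inactive have numbers as strong as hits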
Cneo AK release: causes C. neoformans cell lysis. adenylate kinase release luminescence, 4 h; normalised: neutral wells 0, clomiphene wells 100. lysis activity, % at 15 µM. hit rate 0.2% among 360,000. AID 651654;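 active = mean lysis activity across replicates of at least 80%, whatever share of replicates individually reach that level; inactive = mean lysis activity below 80%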
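Test system: log-phase Cryptococcus neoformans yeast cells. Input: 5 × 10^6 yeast cells/mL. Medium: fresh YPD growth medium. Doses: single dose. Incubation: static 4 h at 37 °C with compound, 1 h detection. Measured by: luminescent adenylate kinase detection reagent. Read-out: signal increase indicating cell lysis. Benchmarks: Clomiphene.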
PGC1a acetyl inh: lowers PGC1a acetylation signal in U2OS cells. AlphaScreen anti-acetyl-lysine; with virally co-expressed GCN5 acetyltransferase. inhibition, % at 15.6 µM. hit rate 0.17% among 350,000. AID 651687;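 active = every replicate shows inhibition of at least 40%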;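 also: 0% = neutral control wells and 100% = positive control wells; some results beyond the cut were filed as inactive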
PglD DTNB: inhibitors of Campylobacter jejuni PglD acetyltransferase. AID 602405. purified PglD enzyme, DTNB colorimetric CoA detection. hit rate 0.098% among 360,000. inhibition, % at 12.5 µM; in the data active = inhibition above about 16%, passing the limit was not always enough; also: strong numbers were not always called active
Starred values were filed as active, the others as inactive; & = joins results of further samples; [ ] = another dose, or the depositor's remark.

What do the screens show for `CCOc1ccc(/C=N/NC(=O)C(O)c2ccccc2)c(O)c1` (stereo not given)?
CFTR F508del cor: 2.6; FN deposit inh: 10; C2C12 statin: -3; miR122 inh: 1; Cneo AK release: 1; PGC1a acetyl inh: 13; PglD DTNB: 1

Results for CCN(CC)S(=O)(=O)c1csc(C(=O)OCC(=O)c2ccccc2)c1 ?
FN deposit inh: -2; C2C12 statin: -2; miR122 inh: -3; Cneo AK release: -2; PGC1a acetyl inh: 6; PglD DTNB: 0

Results for COc1ccccc1N1CCN(C(=O)C2=CC=CN3CCS(=O)(=O)N=C23)CC1 ?
CFTR F508del cor: -0.1; FN deposit inh: 0; C2C12 statin: 4; miR122 inh: 0; INS-1E GSIS act: 48; Cneo AK release: 0; PGC1a acetyl inh: 5; PglD DTNB: 5

How did NC(=O)CSc1ncnc2c1cnn2Cc1ccccc1 do in these assays?
FN deposit inh: 2; miR122 inh: -28; Cneo AK release: -2; PglD DTNB: -6

Results for CCC(CC)NC(=O)COC(=O)c1ccc(OCC(=O)Nc2ccccc2OC)c(OC)c1 ?
FN deposit inh: 1; C2C12 statin: 67*; miR122 inh: -10; Cneo AK release: -1; PGC1a acetyl inh: 14; PglD DTNB: 3

Results for Cc1ccc(C)c(NC(=O)CN(C)S(=O)(=O)c2ccc(F)cc2)c1 ?
C2C12 statin: 23; miR122 inh: -3; INS-1E GSIS act: 9; Cneo AK release: -1; PGC1a acetyl inh: 2; PglD DTNB: 1

What do the screens show for `CC(=O)Nc1ccc(OCC(O)CN2CCN(c3cc(Cl)ccc3C)CC2)cc1` (stereo not given)?
FN deposit inh: 6; C2C12 statin: -5; miR122 inh: -10; Cneo AK release: -1; PGC1a acetyl inh: -8; PglD DTNB: 4

How did C[C@@H]1CCCCO[C@H](CN(C)Cc2ccccc2)[C@H](C)CN([C@@H](C)CO)C(=O)c2cc(NC(=O)NC3CCCCC3)ccc2O1 do in these assays?
CFTR F508del cor: 2.8; miR122 inh: -7[16.7 µM]; INS-1E GSIS act: -11; Cneo AK release: 3; PGC1a acetyl inh: -7; PglD DTNB: 1

How did O=C(Nc1ccc(F)cc1F)c1cc2n(n1)C(C(F)(F)F)C1CCCCC1N2 (stereo not given) do in these assays?
C2C12 statin: 5; miR122 inh: -1; Cneo AK release: 4; PGC1a acetyl inh: 3; PglD DTNB: 1

How did Cc1[nH]c(=O)[nH]c(=O)c1S(=O)(=O)N1CCCC(C(=O)NCc2ccco2)C1 (stereo not given) do in these assays?
C2C12 statin: -14; miR122 inh: 0; Cneo AK release: 2; PGC1a acetyl inh: 12; PglD DTNB: -2

What do the screens show for `O=C(CCc1ccccc1)NNC(=S)NCc1ccc(Cl)cc1`?
CFTR F508del cor: 0.0; FN deposit inh: -2; C2C12 statin: 23; INS-1E GSIS act: -16; Cneo AK release: -1; PglD DTNB: 0

Results for C/C=C/c1cnc2c(c1)C(=O)N([C@H](C)CO)C[C@@H](C)[C@H](CN(C)S(=O)(=O)c1ccc(F)cc1)O2 ?
CFTR F508del cor: 2.1; C2C12 statin: 13; miR122 inh: -6[16.7 µM]; INS-1E GSIS act: -16; Cneo AK release: -4; PGC1a acetyl inh: 2; PglD DTNB: -4

What do the screens show for `O=C(C1COc2ccccc2O1)N1CCN(c2nc3ccccc3s2)CC1` (stereo not given)?
CFTR F508del cor: -1.4; C2C12 statin: 24; INS-1E GSIS act: -9; Cneo AK release: -1; PglD DTNB: -2

How did CCOc1ccc(-c2c(=O)n(OCc3ccccc3Br)c3ccccc3[n+]2[O-])c(OCC)c1 do in these assays?
CFTR F508del cor: 0.2; FN deposit inh: 8; INS-1E GSIS act: -14; PGC1a acetyl inh: -1

How did CCCCc1ccc(S(=O)(=O)Nc2cc(C)on2)cc1 do in these assays?
C2C12 statin: 26; miR122 inh: 0; Cneo AK release: 1; PGC1a acetyl inh: 5; PglD DTNB: 8

Results for O=C(COC(=O)c1ccccc1F)NNC(=O)c1ccccc1 ?
CFTR F508del cor: 1.4; FN deposit inh: 4; C2C12 statin: 11; miR122 inh: -1; INS-1E GSIS act: 9; Cneo AK release: 3; PglD DTNB: -3

What do the screens show for `Cc1ccc(OCC(=O)N2C(C)CCCC2C)c([N+](=O)[O-])n1` (stereo not given)?
CFTR F508del cor: -0.5; FN deposit inh: -31; C2C12 statin: -1; INS-1E GSIS act: -9; Cneo AK release: 1; PglD DTNB: 3

How did C/C=C\C=C/C(=O)Nc1cccc(C2=NOC3(C2)C[C@@H](C(N)=O)N(C(=O)COc2ccc(Cl)cc2)C3)c1 (stereo not given in full) do in these assays?
CFTR F508del cor: 2.8; FN deposit inh: -2; C2C12 statin: 5; miR122 inh: -2; Cneo AK release: 1; PGC1a acetyl inh: -9; PglD DTNB: 1

How did Cc1nc(NC(=S)NC(=O)c2ccccc2)sc1C do in these assays?
CFTR F508del cor: -2.1; FN deposit inh: 3; C2C12 statin: -28; miR122 inh: -3; INS-1E GSIS act: 9; Cneo AK release: 0; PGC1a acetyl inh: -2; PglD DTNB: 8

Results for CC(=O)N(C)C[C@H]1Oc2cc(C#Cc3cccnc3)ccc2S(=O)(=O)N([C@H](C)CO)C[C@H]1C ?
CFTR F508del cor: 1.0; FN deposit inh: 17; C2C12 statin: 4; miR122 inh: -16[16.7 µM]; INS-1E GSIS act: 40; Cneo AK release: -8; PGC1a acetyl inh: -1; PglD DTNB: -2

What do the screens show for `CC(C)NC(=O)Nc1ccc2c(c1)CC(=O)N([C@@H](C)CO)C[C@@H](C)[C@@H](CN(C)Cc1ccc3c(c1)OCO3)O2`?
CFTR F508del cor: 1.7; C2C12 statin: -26; miR122 inh: 2[16.7 µM]; INS-1E GSIS act: 7; Cneo AK release: -1; PGC1a acetyl inh: 0; PglD DTNB: -6

Results for O=C(CN(CCO)c1ccccc1)Nc1cccc(S(=O)(=O)N2CCCC2)c1 ?
CFTR F508del cor: 0.1; FN deposit inh: 6; C2C12 statin: -2; INS-1E GSIS act: 4; Cneo AK release: 0; PGC1a acetyl inh: -4; PglD DTNB: -13

Results for COc1cc(C)c2occ(/C(C)=N\O)c2c1 ?
FN deposit inh: -19; miR122 inh: -11; Cneo AK release: -2; PglD DTNB: 1

What do the screens show for `COc1ccc(CN2C[C@H]3CON(C)[C@H]3C[C@H]2c2ccc(-c3cccc(F)c3)cc2)cc1`?
CFTR F508del cor: -0.8; FN deposit inh: 18; C2C12 statin: 10; miR122 inh: 2; INS-1E GSIS act: 9; Cneo AK release: -4; PGC1a acetyl inh: 2; PglD DTNB: -3

What do the screens show for `CC(C)C1Oc2ccccc2N(CC(=O)NC2CCCCC2)C1=O` (stereo not given)?
CFTR F508del cor: 2.9; FN deposit inh: -1; C2C12 statin: -2; INS-1E GSIS act: -7; Cneo AK release: -3; PglD DTNB: -5

Results for CC(C)Oc1ccc(C(=O)N2CCCC2C(=O)O)cc1 (stereo not given) ?
C2C12 statin: 11; miR122 inh: -6; Cneo AK release: 2; PGC1a acetyl inh: 8; PglD DTNB: -3

How did CCOC(=O)C1CCN(Cc2cnc(Oc3ccc(Cl)cc3C)s2)CC1 do in these assays?
FN deposit inh: -10; C2C12 statin: 8; miR122 inh: -1; Cneo AK release: 0; PGC1a acetyl inh: 27; PglD DTNB: -2

Results for O=C(Nc1nc(=S)ss1)c1ccc(Cl)cc1Cl ?
FN deposit inh: -1; C2C12 statin: 1; miR122 inh: -7; INS-1E GSIS act: 4; Cneo AK release: 3; PGC1a acetyl inh: 0; PglD DTNB: -3

How did C[C@H](CO)N1C[C@H](C)[C@@H](CN(C)C(=O)Nc2ccc(C(F)(F)F)cc2)Oc2c(NC(=O)Nc3ccc4c(c3)OCO4)cccc2C1=O do in these assays?
CFTR F508del cor: -1.4&-0.4; FN deposit inh: -9; C2C12 statin: 2; miR122 inh: 7[16.7 µM]; INS-1E GSIS act: 2&-5; Cneo AK release: 44&-2; PGC1a acetyl inh: 1&-12; PglD DTNB: -2&1

Results for Cc1cc2c(c(N)n1)c(=O)oc1ccccc12 ?
C2C12 statin: 8; miR122 inh: -1; Cneo AK release: 0; PGC1a acetyl inh: 2; PglD DTNB: 2

Results for C[C@@H]1CN([C@H](C)CO)C(=O)CCCn2cc(nn2)CO[C@@H]1CN(C)C(=O)CCC(F)(F)F ?
CFTR F508del cor: -0.2; FN deposit inh: -4; C2C12 statin: -17; miR122 inh: -6[16.7 µM]; INS-1E GSIS act: 3; PGC1a acetyl inh: -2

How did COc1ccc(CNc2ccc3c(c2)ncn3C)cc1OC do in these assays?
CFTR F508del cor: -0.9; FN deposit inh: -4; C2C12 statin: -4; miR122 inh: 7; INS-1E GSIS act: 17; Cneo AK release: 4; PGC1a acetyl inh: -24; PglD DTNB: 1

How did COc1ccc(NC(=O)Nc2ccc3c(c2)CC(=O)N([C@@H](C)CO)C[C@@H](C)[C@H](CN(C)C(=O)Nc2ccc(C(F)(F)F)cc2)O3)cc1 do in these assays?
CFTR F508del cor: 1.5; C2C12 statin: -11; miR122 inh: -2[16.7 µM]; INS-1E GSIS act: 6; Cneo AK release: -1; PGC1a acetyl inh: -11; PglD DTNB: -2

Results for COCCNC(=S)N(CCCO)Cc1cc2cc3c(cc2[nH]c1=O)OCCO3 ?
CFTR F508del cor: -1.4; FN deposit inh: -2; C2C12 statin: -5; miR122 inh: -3; INS-1E GSIS act: 17; Cneo AK release: 2; PGC1a acetyl inh: -3; PglD DTNB: 0

What do the screens show for `O=C(Nc1ccc2c(c1)OCCO2)C1CCC1`?
FN deposit inh: -7; C2C12 statin: -3; miR122 inh: 3; INS-1E GSIS act: 24; Cneo AK release: 1; PGC1a acetyl inh: 4; PglD DTNB: 1

What do the screens show for `O=C(COC(=O)CCS(=O)(=O)c1ccccc1)NC(=O)c1ccc(OC(F)F)cc1`?
CFTR F508del cor: 2.2; FN deposit inh: -5; C2C12 statin: -12; INS-1E GSIS act: -6; Cneo AK release: 0; PGC1a acetyl inh: -38; PglD DTNB: 1

Filtered by structure, those above containing a Cl atom.
What do the screens show for `CC(=O)Nc1ccc(OCC(O)CN2CCN(c3cc(Cl)ccc3C)CC2)cc1` (stereo not given)?
FN deposit inh: 6; C2C12 statin: -5; miR122 inh: -10; Cneo AK release: -1; PGC1a acetyl inh: -8; PglD DTNB: 4

What do the screens show for `O=C(CCc1ccccc1)NNC(=S)NCc1ccc(Cl)cc1`?
CFTR F508del cor: 0.0; FN deposit inh: -2; C2C12 statin: 23; INS-1E GSIS act: -16; Cneo AK release: -1; PglD DTNB: 0

How did C/C=C\C=C/C(=O)Nc1cccc(C2=NOC3(C2)C[C@@H](C(N)=O)N(C(=O)COc2ccc(Cl)cc2)C3)c1 (stereo not given in full) do in these assays?
CFTR F508del cor: 2.8; FN deposit inh: -2; C2C12 statin: 5; miR122 inh: -2; Cneo AK release: 1; PGC1a acetyl inh: -9; PglD DTNB: 1

How did CCOC(=O)C1CCN(Cc2cnc(Oc3ccc(Cl)cc3C)s2)CC1 do in these assays?
FN deposit inh: -10; C2C12 statin: 8; miR122 inh: -1; Cneo AK release: 0; PGC1a acetyl inh: 27; PglD DTNB: -2

Results for O=C(Nc1nc(=S)ss1)c1ccc(Cl)cc1Cl ?
FN deposit inh: -1; C2C12 statin: 1; miR122 inh: -7; INS-1E GSIS act: 4; Cneo AK release: 3; PGC1a acetyl inh: 0; PglD DTNB: -3

Compound activity (PubChem)
